# L3MBTL1 block: qHTS Assay for the Inhibitors of L3MBTL1; Lethal(3)malignant brain tumor-like protein 1 (Homo sapiens), Q9Y468; 230,000 compounds, 0.66% hits; AlphaScreen L3MBTL1–H3K9me1 peptide binding; AID 485360, 2010; Potency, µM (highest dose often 57.1 µM), for the others: top-dose activity, negative = inhibition, actives largely listed as inhibitors; active = well fitted inhibition curve with a large enough effect; inconclusive = small, poorly fitted or top-dose-only effect; inactive = no such curve, though single readings can be large or run the other way; note: nearly all actives have a fitted effect of over 60% in size
# Target sequence (Q9Y468 whole entry, looked up): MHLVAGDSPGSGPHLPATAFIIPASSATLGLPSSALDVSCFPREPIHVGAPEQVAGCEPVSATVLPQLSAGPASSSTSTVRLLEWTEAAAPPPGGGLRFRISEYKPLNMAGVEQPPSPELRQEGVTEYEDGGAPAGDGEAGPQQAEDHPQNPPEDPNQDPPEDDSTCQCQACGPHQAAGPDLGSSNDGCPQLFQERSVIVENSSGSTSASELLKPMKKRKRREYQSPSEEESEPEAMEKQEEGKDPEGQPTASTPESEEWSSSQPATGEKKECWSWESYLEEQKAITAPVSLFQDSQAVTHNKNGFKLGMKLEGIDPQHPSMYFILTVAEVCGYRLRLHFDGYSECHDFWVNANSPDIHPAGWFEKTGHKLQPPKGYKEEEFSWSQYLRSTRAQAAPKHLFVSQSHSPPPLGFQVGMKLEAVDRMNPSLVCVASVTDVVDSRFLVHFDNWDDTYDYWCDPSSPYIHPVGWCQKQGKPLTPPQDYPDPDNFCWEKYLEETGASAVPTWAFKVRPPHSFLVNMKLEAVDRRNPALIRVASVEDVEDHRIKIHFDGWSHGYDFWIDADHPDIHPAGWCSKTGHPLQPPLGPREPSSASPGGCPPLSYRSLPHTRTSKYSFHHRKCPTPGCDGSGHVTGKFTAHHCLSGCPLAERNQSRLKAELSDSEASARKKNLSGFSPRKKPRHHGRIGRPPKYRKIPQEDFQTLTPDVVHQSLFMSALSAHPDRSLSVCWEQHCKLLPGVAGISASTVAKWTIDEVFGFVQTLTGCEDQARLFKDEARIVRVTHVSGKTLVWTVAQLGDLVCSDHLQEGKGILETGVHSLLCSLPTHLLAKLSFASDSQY
#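 AlphaScreen assay: L3MBTL1 (50 nM final) was preincubated 30 min at room temperature with biotinylated H3(1-15)K9me1 peptide (75 nM final), then 30 min with library compounds; streptavidin donor and nickel chelate acceptor beads (10 ug/mL final) added, 30 min dark.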
# * = called active by the depositor; ? = inconclusive; [ ] = remark or other dose. % is set by controls: 0 for no effect and ±100 for the full control effect; potency is the fitted concentration of half-maximal effect.
SMILES | L3MBTL1 block
CCOC(=O)c1c(NC(=O)C2=COCCO2)sc2c1CCN(C(=O)OC)C2 | 2%
Cc1nnc(SCC(=O)NNC(=O)c2ccccc2)n1Cc1ccccc1 | -2%
COc1cc(NC(=O)c2ccccc2Cl)c2ncccc2c1 | 18%
CCOc1ccc2nc(NC(=O)CN3C(=O)NC4(CCCC4)C3=O)sc2c1 | -1%
CCCCCCC(NC(=O)Cc1ccc2ccccc2c1)C(=O)O (stereo not drawn) | -2%
C#CCOCCOCCOCCNc1nc(N2CCN(C(=O)[C@H](CCCCN)n3cc([C@@H](N)CC(N)=O)nn3)CC2)nc(N2CCN(C(=O)[C@H](CCCCN)n3cc([C@@H](N)CC(N)=O)nn3)CC2)n1 | 2%
O=C(Nc1ccc2[nH]ncc2c1)c1ccc(F)cc1 | -6%
COCc1ccc(-c2c(-c3ccsc3)oc(=O)c3cc(OC)c(OC)cc23)cc1 | 4%
CCOC(=O)Oc1c(OC)cc(C(=O)O[C@@H]2C[C@@H]3CN4CCc5c([nH]c6cc(OC)ccc56)[C@H]4C[C@@H]3[C@H](C(=O)OC)[C@H]2OC)cc1OC | -14%
CCC(C)N(C(=O)CSc1nnc(NC(C)C)s1)C1CCS(=O)(=O)C1 (stereo not drawn) | 13%
CCN(C[C@H]1N[C@@](CC)(C(=O)OC)[C@H]2C(=O)N(C)C(=O)[C@@H]12)S(=O)(=O)c1ccc(C(C)(C)C)cc1 | -4%
COCCN(C(=O)COC(=O)C1COc2ccccc2O1)c1c(N)n(Cc2ccccc2)c(=O)[nH]c1=O (stereo not drawn) | -2%
COc1cccc(NC(=O)CN(c2ccccc2OC)S(=O)(=O)c2cccs2)c1 | 5%
COc1ccc(-c2cc3ccccc3cn2)cc1 | 26%
Cc1ccc(S(=O)(=O)N2CC(O)C[C@H]2C(=O)OCC(=O)Nc2ccc(N3CCOCC3)cc2)cc1C (stereo partly drawn) | 6%
Cc1cc(C)c(S(=O)(=O)N2CCCC2=O)cc1N(C)S(C)(=O)=O | 1%
Cc1ccc(C(C)C)c(OCC(O)CNC2CCCC2)c1 (stereo not drawn) | 3%
CCOc1ccc(S(=O)(=O)N2CCOCC2)cc1NC(=O)CSC(=S)N1CCCC1 | 1%
Cc1ccnc2nc(C(=O)OCC(=O)Nc3ccc4c(c3)OCCO4)nn12 | -7%
CN(CC(=O)NCC1CCCCC1)CC(=O)Nc1ccc(F)cc1 | 2%
CN(C)C(CNC(=O)c1ccco1)c1cccs1 (stereo not drawn) | 3%
CC(C)CN(C(=O)COC(=O)c1ccc2c(c1)OCO2)c1c(N)n(Cc2ccccc2)c(=O)[nH]c1=O | 4%
COCCC(=O)N1CCc2ccc(NC(=O)c3ccc(C(F)(F)F)cc3)cc2C1 | -2%
CCc1ccc(-c2nc(SCC(=O)NC3CC3)n[nH]2)cc1 | 1%
CC1=C(C(=O)OCC2CCCCC2)C(c2ccc(F)cc2)NC(=O)N1 (stereo not drawn) | 0%
CN(Cc1ccccc1F)C(=O)CN1CCN(S(=O)(=O)c2ccc3c(c2)OCCCO3)CC1 | -6%
Cc1cc(NC(=O)CSCC(=O)Nc2ccc(Cl)c(C(F)(F)F)c2)no1 | -1%
O=C1C2C3CCC(C3)C2C(=O)N1c1ccc2ccccc2c1 (stereo not drawn) | 0%
COc1ccc(C2NC(=O)NC(C)=C2C(=O)OC2CCCC(C)C2)cc1 (stereo not drawn) | -2%[2.29 µM]
N#Cc1ccccc1S(=O)(=O)N1CCN(c2nc(-c3cccnc3)nc3ccccc23)CC1 | -9%
C=C(CC[C@@H](O)C(C)(C)O)[C@H]1CC[C@]2(C)[C@@H]1CCC1[C@@]3(C)CCC(=O)C(C)(C)C3CC[C@]12C (stereo partly drawn) | 6%
O=C(NCc1ccc(F)cc1)c1cc(S(=O)(=O)N2CCCCC2)c[nH]1 | -5%
Cc1ccc(N=C2SCCCN2C(=O)c2cccc(N3C(=O)CCC3=O)c2)cc1Cl | -3%
COc1ccc(-c2ccc3oc(-c4ccsc4)cc(=O)c3c2)cn1 | 1%
Fc1cccc(CNc2ncnc3ccc(-c4cccnc4)cc23)c1 | -4%
CCOC(=O)c1sc(NC(=O)CN2C(=O)NC3(CC(C)CC(C)(C)C3)C2=O)cc1C (stereo not drawn) | -16%
O=C1C=C(c2cccc(CO)c2)C[C@@H](c2ccc(F)cc2)C1 | -4%
CCOC(=O)[C@@H]1[C@H]2COc3cc(OC)ccc3[C@@H]2N2C(=O)N(c3cccc(F)c3)C(=O)[C@]12C | -6%
Cc1ccc(S(=O)(=O)N2CCN(CCc3ccncc3)CC2)cc1 | -6%
CC(C(=O)NCc1cccs1)N1CCN(S(=O)(=O)c2ccc3c(c2)OCCCO3)CC1 (stereo not drawn) | -6%
O=[N+]([O-])c1ccccc1OCCCOc1cccc2cccnc12 | -4%[2.29 µM]
COc1cccc(CNC(=O)COc2cccc(-n3cnnn3)c2)c1 | 4%
CCSc1nc2sc3c(c2c(=O)n1CC)CCC3 | -8%
COc1cc(OC)c(N2CC(C(=O)NCCC3=CCCCC3)CC2=O)cc1Cl (stereo not drawn) | -1%
O=C(NCC1(N2CCCCC2)CCCCC1)c1cccc(S(=O)(=O)Nc2ccc(F)cc2)c1 | 8%
COc1cc(-c2nc3cc(C)ccn3c2NC2CCCCC2)ccc1-c1ccc(C(C)=O)cc1 | -4%
COc1ccc(Cl)cc1NC(=O)COC(=O)c1ccc(C)o1 | -8%
O=S(=O)(c1ccc(F)cc1)N1CCN(S(=O)(=O)c2ccc3c(c2)OCCO3)CC1 | 4%
COc1cccc(C(=O)C[n+]2cccc3cc(OC)ccc32)c1 | 1%
O=C(CN1CCN(C(=O)c2cccc(S(=O)(=O)N3CCCC3)c2)CC1)Nc1ccc(F)cc1 | 0%
CN(C(=O)COC(=O)c1cc(=O)[nH]c2ccccc12)c1c(N)n(Cc2ccccc2)c(=O)[nH]c1=O | 5%
COc1cc(CN2CCN(C(=O)c3ccccc3F)CC2)cc(OC)c1OC | 4%
CC(C)(C)OC1NS(=O)(=O)OCC1NCOC(Cl)(Cl)Cl (stereo not drawn) | 1%
COc1cc(NC(=O)[C@@H]2CCCN(S(=O)(=O)c3cccc4cccnc34)C2)cc(OC)c1OC | ?
CCOc1ccc(S(=O)(=O)N=C(c2ccccc2)N2CCOCC2)cc1 | -3%
CCN1C(=O)[C@H]2[C@@H](c3ccc(-c4ccc(OC)cc4)cc3)N[C@@](CC(C)C)(C(=O)OC)[C@H]2C1=O | -7%
O=C(CN1C(=O)NC2(CCCc3ccccc32)C1=O)c1ccccc1F (stereo not drawn) | -4%
CCN1CCN(c2ncnc3scc(-c4ccc(C)cc4)c23)CC1 | -3%
COc1cc(OC)c(C(=O)/C=C/c2ccc(OCc3ccccc3)c(OC)c2)c(OC)c1 | -14%
COc1ccc(CSc2ccc(-c3nc4ccccn4c3NCc3ccccc3)cc2OC)cc1 | -4%

# Further records.
SMILES | L3MBTL1 block
Cc1ccc(S(=O)(=O)N2[C@@H](c3ccc(Br)cc3)C(C(=O)O)=CC[C@H]2c2ccc3c(c2)OCO3)cc1 | 1%
Cc1csc(=O)n1CC(=O)Nc1ccc(C(C)C)cc1 | -6%
CCOC(=O)/C(C#N)=C/Nc1ccccc1NS(=O)(=O)c1ccc2c(c1)OCCO2 | -1%
O=C(Cn1nnc(-c2ccccc2)n1)Nc1cccc(S(=O)(=O)N2CCOCC2)c1 | 3%
CCCC(C(=O)Nc1ccc(S(=O)(=O)Nc2nccs2)cc1)c1ccccc1 (stereo not drawn) | -7%
O=C(/C=C/c1ccc([N+](=O)[O-])cc1)OCC(=O)N1CCOCC1 | 2%
CC(=O)Nc1sc(C)c(C)c1C(=O)OCC(=O)NC(C)c1ccccc1 (stereo not drawn) | -6%
O=C(Nc1ccc(Cl)c(NC(=O)c2cccs2)c1)c1ccco1 | -5%
CC(=O)NCCc1c(C)n(Cc2ccccc2)c2ccccc12 | 0%
Cc1ccc(C)c(NC(=O)CN(C)C(=O)C2COc3ccccc3O2)c1 (stereo not drawn) | 2%
O=C(NCCC(=O)N(CCc1ccccc1)Cc1ccccc1)c1ccc([N+](=O)[O-])cc1 | -1%
O=C(CNC(=O)c1ccc(Br)o1)Nc1ncccc1O | ?
COc1cc(OC)cc(-c2oc(=O)c3cc(OC)c(OC)cc3c2C#CCCCO)c1 | -6%
N#Cc1ccccc1NC(=O)COc1ccccc1C(=O)Nc1ccccc1 | 27%
CCOC(=O)C1CCCN(S(=O)(=O)c2ccc3c(c2)C(C)(C)C(=O)N3C)C1 (stereo not drawn) | -6%
Cc1ccc(NC(=O)COC(=O)C2CCC2)cc1S(=O)(=O)N1CCOCC1 | -6%
CCN1CCN(S(=O)(=O)c2ccc(Cl)c(C(=O)N(C)C(c3ccccc3)c3ccccc3)c2)CC1 | -6%
CN1CC(=O)Nc2ccc([N+](=O)[O-])cc2C1=O | -3%
COc1cccc(NC(=O)CN(C)C(=O)CSc2ncnc3sc(C)c(C)c23)c1 | 6%
CCN(C(=O)COC(=O)c1[nH]c(C)c(C(C)=O)c1C)c1c(N)n(Cc2ccccc2)c(=O)[nH]c1=O | -12%
Cc1ccc(N(C)S(=O)(=O)c2cccc(C(=O)NC3CC(C)(C)NC(C)(C)C3)c2)cc1 | 4%
N#Cc1ccc(Cn2c(-c3ccc(F)cc3)noc2=O)cc1 | 1%[2.29 µM]
CCCCN(C(=O)C1CC(=O)N(c2ccc(C)cc2)C1)c1c(N)n(CCC)c(=O)[nH]c1=O (stereo not drawn) | -16%
NS(=O)(=O)c1ccc(CCNC(=O)C(=O)NCC2OCCN2S(=O)(=O)c2ccc(Cl)cc2)cc1 (stereo not drawn) | 41%[activator]
Cc1c(Cl)cnc(NC(=O)COC(=O)[C@H](C)NC(=O)c2ccccc2)c1Cl | -9%
CN1CCC(=O)N([C@H](CSc2ccccc2)c2ccccc2)CC1 | 1%
O=C(NCC(=O)N1CCN(c2ncccn2)CC1)c1ccccc1OC(F)F | 4%
CC(=O)c1c(C)[nH]c(C(=O)OCC(=O)N2CCc3ccccc3C2)c1C | -5%
FC(F)(F)c1cc(CCN2CCNC[C@@H]2CC2CCCCC2)cc(C(F)(F)F)c1 | 10%
O=C(CN1C(=O)c2ccccc2C1=O)OCc1nc2ccsc2c(=O)[nH]1 | -8%

# Arranged by molar mass (smallest number first): some entries from above.
SMILES | L3MBTL1 block
CN1CCC(=O)N([C@H](CSc2ccccc2)c2ccccc2)CC1 | 1%
O=C(NCC(=O)N1CCN(c2ncccn2)CC1)c1ccccc1OC(F)F | 4%
Cc1ccc(NC(=O)COC(=O)C2CCC2)cc1S(=O)(=O)N1CCOCC1 | -6%
CCN(C(=O)COC(=O)c1[nH]c(C)c(C(C)=O)c1C)c1c(N)n(Cc2ccccc2)c(=O)[nH]c1=O | -12%
CCN1CCN(S(=O)(=O)c2ccc(Cl)c(C(=O)N(C)C(c3ccccc3)c3ccccc3)c2)CC1 | -6%

# New compounds follow.
SMILES | L3MBTL1 block
CN(Cc1ccc(Cl)c(Cl)c1)C(=O)C1CSC2(C)CCC(=O)N12 (stereo not drawn) | 1%
Cc1ccc(N=Nc2ccc(O)cc2)c(Br)c1 | ?
CC(C)[C@@H]1COC(c2cccc(C3=N[C@H](C(C)C)CO3)c2)=N1 | 6%
C=CCn1c(SCC(=O)N(CC)C2CCS(=O)(=O)C2)nc2sc3c(c2c1=O)CCC3 (stereo not drawn) | 0%
COc1ccc(-c2noc(N3CCC(C(=O)NCCCN4CCCCC4)CC3)n2)cc1 | -22%
O=C(O)c1ccc(C2(c3ccc(C(=O)O)cc3)OC(=O)c3ccccc32)cc1 | 6%
COc1ccc2[nH]cc(CCNC(=O)Cc3c(F)cccc3Cl)c2c1 | -4%
Cc1c(C(=O)OCC(=O)N2CCC(C)CC2)oc2ccccc12 | 10%
COc1cccc(C(=O)N2CCN(Cc3ccc(OC)cc3OC)CC2)c1 | 0%
N#Cc1ccc(OCC(=O)NNC(=O)C2CCCCC2)cc1 | -6%
O=C(NC[C@H]1CCCO1)c1cccc2c1C(=O)c1ccc(-c3ccc(F)cc3OCc3ccccc3)cc1S2(=O)=O | -14%
COc1ccccc1C(=O)Nc1cc(C)on1 | -1%
CN(CC(=O)Nc1c(Cl)cccc1Cl)C(=O)c1cc(-c2cccs2)nn1-c1ccccc1 | -13%
CSCc1ccc(C(=O)NCC(c2cccs2)N2CCOCC2)cc1 (stereo not drawn) | -1%
Fc1cccc(CNc2ncnc3ccc(-c4ccccc4Cl)cc23)c1 | 2%
O=C(COC(=O)c1cc[n+]([O-])cc1)Nc1c(Cl)cccc1C(F)(F)F | -9%
COc1cc(C)c(NC(=O)C2CCN(S(=O)(=O)c3cccs3)CC2)cc1OC | 1%
COc1cccc(C(=O)OCC(=O)N2CCc3ccccc3C2)c1 | -5%
Cc1ccc(OCC(=O)NNC(=O)C2CSC3(C)CCC(=O)N23)cc1C (stereo not drawn) | 2%
Cc1ccc(C(=O)CCC(=O)Nc2ncccc2C)cc1 | -4%
CC1(c2ccc(NC(=O)c3ccccc3F)cc2)CC1(Cl)Cl (stereo not drawn) | 1%[2.29 µM]
N#CC1(NC(=O)CSc2nncn2-c2ccccc2F)CCCC1 | -1%
Cc1ccc(C)c(NC(=O)CCN2CC(C)CC(C)C2)c1 (stereo not drawn) | -1%[2.29 µM]

# Some values from the entries so far.
# `Cc1ccc(C)c(NC(=O)CCN2CC(C)CC(C)C2)c1` (stereo not drawn) in L3MBTL1 block: -1%[2.29 µM]
# `COc1cc(C)c(NC(=O)C2CCN(S(=O)(=O)c3cccs3)CC2)cc1OC` in L3MBTL1 block: 1%
# `CC1(c2ccc(NC(=O)c3ccccc3F)cc2)CC1(Cl)Cl` (stereo not drawn) in L3MBTL1 block: 1%[2.29 µM]
# `N#CC1(NC(=O)CSc2nncn2-c2ccccc2F)CCCC1` in L3MBTL1 block: -1%
# `Cc1ccc(C(=O)CCC(=O)Nc2ncccc2C)cc1` in L3MBTL1 block: -4%

# This is a subset (hit frequency here may not be typical).
